Screening data as filed in PubChem BioAssay.
KKLEB tox – cytotoxicity in KKLEB CF airway cells, primary screen, cytotoxicity control for CF NF-kB inhibitor project, cell-based, uHTS, fluorescence assay plates; KKLEB CF airway cells viability, ATPlite luminescence, overnight; stronger effect = lower value; cells stimulated with P. aeruginosa culture filtrate; activity change (cytotoxicity), % at 5 µM; 0.36% of 360,000 active; AID 602141, 2011;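 active = corrected activity change at or below -50% at 5 µM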
Peg3 prom inh – Peg3 promoter-driven luciferase inhibitors, primary screen, cell-based, HeLa, luciferase luminescence | AID 588405, 2011 | HeLa PEG-Prom luciferase reporter, overnight | inhibition, % at 20 µM | 1.7% of 360,000 active;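 active = inhibition of at least 50% at 20 µM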
TROY signal inh – inhibitors of TROY-driven NF-kB signaling, primary screen, Q293 LMP1-TROYcd cells, NF-kB luciferase, uHTS | 0.98% of 360,000 active | inhibition, % at 10 µM | Q293 LMP1-TROYcd NF-kB luciferase reporter, 4 h;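 active = compounds whose plate-normalised and pattern-corrected inhibition of the luciferase reporter signal at the single screening dose is 50% or more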
C8 TRAIL sens – viability loss with TRAIL in NB7+C8 cells, primary screen, TRAIL sensitizer project, cell-based, ATPlite luminescence; 1% of 360,000 active; inhibition (viability loss, TRAIL sensitization), % at 10 µM;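 active = compounds causing at least 50% loss of cell viability in the single-dose screen, relative to plate controls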
NR2E3 ag-1 – NR2E3 agonists in two-hybrid cells, primary screen, cell-based, luminescence, CHO-S, Gal4-NCOR/VP16-NR2E3 | luciferase | Photoreceptor-specific nuclear receptor (Homo sapiens), Q9Y5X4 | AID 602229, 2012 | 0.35% of 360,000 active | inhibition of corepressor binding, % at 3.98 µM;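 active = inhibition above the mean of all tested compounds plus 3 SD, cut at about 70% in these data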;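 also: 0% = DMSO with NR2E3 transfected cells and 100% = cells lacking NR2E3 construct; higher means lower luciferase signal from less NR2E3 corepressor binding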
Target sequence (Q9Y5X4 whole entry, looked up, the tested form may be a part): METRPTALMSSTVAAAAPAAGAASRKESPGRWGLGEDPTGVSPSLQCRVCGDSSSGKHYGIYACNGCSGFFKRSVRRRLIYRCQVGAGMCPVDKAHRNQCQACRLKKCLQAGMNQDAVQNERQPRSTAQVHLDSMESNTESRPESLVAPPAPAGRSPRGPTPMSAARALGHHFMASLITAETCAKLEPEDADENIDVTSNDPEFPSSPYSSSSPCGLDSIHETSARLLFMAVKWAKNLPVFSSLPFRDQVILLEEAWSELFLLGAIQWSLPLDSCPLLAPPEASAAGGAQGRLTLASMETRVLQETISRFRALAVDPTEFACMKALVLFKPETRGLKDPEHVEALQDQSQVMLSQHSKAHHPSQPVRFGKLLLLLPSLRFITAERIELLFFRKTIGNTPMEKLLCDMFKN
TRPM1 prom inh – inhibitors of MITF-dependent TRPM1 promoter reporter, primary screen, cell-based, SK-MEL-5, single point, luciferase; inhibition, % at 12.5 µM; 0.83% of 330,000 active; SK-MEL-5 TRPM1 promoter luciferase, 24 h; AID 488899, 2010;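 active = mean inhibition across replicates of 60% or more, whatever share of single replicates reaches that level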; also: values of inactives mirror those of a sister screen read the other way
NR2E3 ag-2 – inhibitors of NR2E3-RetCOR corepressor binding, primary screen, NR2E3 agonist project, biochemical, TR-FRET, GST-NR2E3, biotin-RetCOR | 1536-well | inhibition of corepressor binding, % at 4.78 µM | 0.12% of 320,000 active | AID 2300, 2010;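 active = percent inhibition above the cutoff of mean plus 3 SD of all tested compounds, set per screening campaign, cut at about 20% in these data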;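 also: 0% = DMSO wells and 100% = biotin wells as full block of FRET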
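Test system – NR2E3–RetCOR corepressor complex · Quantity – NR2E3 fusion 1.35 nM · Buffer or medium – Tris pH 7.5 · Incubation – Compound–protein incubation for 5 h at 4 °C · Technique – TR-FRET, Eu(K)-anti-GST donor, streptavidin-D2 acceptor, ex 340, em 617/671 nm · Evaluation – percent inhibition of 671/617 nm emission ratio versus biotin and DMSO controls · Plate – 1536-well format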
CF NFkB block – inhibitors of PAF-induced NF-kB signaling, primary screen, cell-based, GFP fluorescence, uHTS. inhibition, % at 5 µM. KKLEB NF-kB-GFP reporter, GFP fluorescence overnight. 0.86% of 360,000 active. AID 588850, 2011;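 active = at least 50% inhibition at 5 µM, scaled per plate between neutral and stimulator controls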;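 also: PAF is a Pseudomonas aeruginosa culture filtrate used as stimulus; plate controls were PAF-stimulated DMSO wells for no effect and unstimulated DMSO wells for full effect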
TWEAK Fn14 block – inhibitors of TWEAK-Fn14 signaling, primary screen, luciferase reporter cells, uHTS. TWEAK-stimulated Fn14 reporter cells, luciferase luminescence, 8 h. inhibition, % at 10 µM. 2% of 360,000 active. AID 1159606, 2016; in the data active = inhibition above about 50%
Shn3 inh set2 – reduction of Shn3 3'UTR firefly luciferase signal, primary screen, Schnurri-3 inhibitor project, cell-based, Clone20 osteoblasts, set 2 | Clone20 osteoblast Shn3 3'UTR firefly luciferase, 24 h | inhibition, % at 12.5 µM | 0.52% of 360,000 active | AID 588674, 2011;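 active = mean inhibition of at least 75% with every replicate also reaching 75%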;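 also: 0% = median of neutral control wells and 100% = pilot-screen positive control compound; some compounds past the cut are filed as inactive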
HIF-2a block – HIF-2a reporter inhibitors, primary screen, luminescence, 786-0 RCC cells. 786-0 RCC cells HIF-2a reporter, luciferase luminescence, overnight. inhibition, % at 18.8 µM. 0.72% of 360,000 active;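 active = inhibition of the luminescence signal of 40% or more relative to plate controls, in a single-dose primary screen at 18.75 µM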
The depositor's hits bear a star; nt = no result given.

SMILES	KKLEB tox	Peg3 prom inh	TROY signal inh	C8 TRAIL sens	NR2E3 ag-1	TRPM1 prom inh	NR2E3 ag-2	CF NFkB block	TWEAK Fn14 block	Shn3 inh set2	HIF-2a block
CC1C(C)N1CC(O)Cn1ccnc1[N+](=O)[O-] (configuration not stated)	21.1	1.4	8.0	10.6	-10.4	-0.4	-0.8	-9.1	18.5	-0.4	10.1
Cc1ccccc1-n1c(-c2ccoc2)nc2ccccc2c1=O	8.0	14.6	-5.2	3.6	-6.7	5.3	0.7	-6.0	12.8	-19.6	18.0
O=C(COc1ccc(Cl)cc1)N1CCN(C2CCCC2)CC1	1.5	0.3	13.3	-16.1	-14.5	0.1	-0.6	5.3	-1.9	-7.0	15.9
CN1C(=O)C(=Cc2ccc(N3CCCCCC3)cc2)C(=O)N(C)C1=O	3.0	-21.5	-3.5	7.6	-23.2	-3.1	-0.7	-13.0	19.3	1.2	-28.8
N=C1c2ccccc2CN1NC(=O)c1ccc(Cl)cc1	-0.7	-7.1	-8.1	11.6	1.6	-1.0	1.4	5.0	-1.9	-1.9	-38.8
COC(=O)C1=C(c2ccc(F)cc2OCc2ccccc2)C[C@@H]2CC[C@H]1N2C(=O)NCc1ccc2c(c1)OCO2	-19.6	19.5	4.4	5.4	5.1	-11.0	-2.1	15.9	30.3	20.3	10.7
CC(=NCc1cccnc1)c1c(O)n(-c2ccc(Cl)cc2)c(=O)[nH]c1=O	1.3	-2.7	4.1	-9.8	3.9	1.5	-2.4	3.1	8.0	-3.8	8.1
CN(C)C(=S)SSC(=S)N(C)C	10.7	55.9*	-0.6	5.2	94.7*	57.8	-0.6	-3.1	-6.5	55.3	24.2
COc1cc2c(cc1C=O)OCO2	-5.4	13.8	-8.4	-7.8	32.8	3.3	4.9	24.9	2.0	1.5	14.4
COc1ccc(NC(=O)c2cn(CCC#N)nc2-c2ccccc2)cc1	18.1	13.8	6.0	-1.2	8.6	12.2	2.4	-19.3	-1.8	-1.2	16.6
COc1cc(OC)c2c(c1)OCC1CON(C)C21 (configuration not stated)	-7.0	4.8	2.1	18.2	3.9	-2.3	1.5	3.7	23.6	16.5	28.5
O=C(c1c[nH]c2ccc(S(=O)(=O)N3CCOCC3)cc2c1=O)N1CCC2(CC1)OCCO2	24.6	-5.6	11.1	3.0	-7.5	12.0	4.8	-7.0	-0.8	-21.7	9.0
COc1ccc(C=C2C(=O)NC(=S)NC2=O)cc1OC	-0.9	9.9	14.8	4.7	-23.4	11.1	nt	-8.0	-2.8	2.0	12.3
COc1ccc(CCn2c(O)c(/C=N/N3CCCCC3)c(=O)[nH]c2=O)cc1OC	7.5	31.6	30.6	8.1	-8.1	-2.8	-1.7	-14.0	3.5	3.4	14.2
Cc1nc2ccsc2c(=O)n1-c1ccccc1Cl	5.6	5.3	4.3	-2.2	-12.0	1.6	-0.2	-3.7	8.0	10.2	13.6
CC(C)(OOC1(c2ccccc2)NC(=O)c2ccccc21)c1ccccc1 (configuration not stated)	nt	nt	15.8	7.1	9.3	nt	nt	nt	8.2	nt	14.5
CCCCc1ncc(CN2CCCC(C(=O)c3ccc(SC)cc3)C2)[nH]1 (configuration not stated)	5.9	10.6	0.9	-4.7	9.1	-1.9	-2.9	6.3	1.4	22.5	11.8
COc1ccc2[nH]c(C)c(CCNCc3cccnc3)c2c1	-1.7	10.9	-18.2	-10.7	5.1	14.2	1.8	-4.7	-11.7	8.0	7.8
Cn1c(C(=O)N2CCC3(CC2)OCCO3)cc2c(=O)n(C)c3ccccc3c21	-8.4	16.8	3.8	-5.5	5.3	3.8	-4.0	2.8	-0.8	-12.6	11.2
COc1ccc(OC(=O)N(C)C[C@H]2OCc3cnnn3CCCC(=O)N([C@@H](C)CO)C[C@H]2C)cc1	11.0	-0.9	4.2	-8.3	9.2	nt	nt	-13.5	-12.8	-13.2	8.9
Cc1ccc(-n2c(O)c(/C=N/N3CCOCC3)c(=O)[nH]c2=S)cc1	1.6	-7.7	-12.6	-8.8	11.7	1.2	0.7	7.3	-1.4	-21.8	19.3
COC(=O)C1=C(c2ccc(OC(F)(F)F)cc2)C[C@@H]2CC[C@H]1N2C(=O)N1CCC(C)CC1	-24.6	23.8	21.9	-2.8	25.6	16.6	-1.8	-0.8	0.1	56.6	16.2
CCc1ccccc1NC(=O)CNCc1ccccc1	8.0	10.8	0.2	-9.8	-43.8	1.2	-1.2	1.5	-2.5	7.8	0.4
Cc1ccc(CN2C(=O)NC(=O)C3(Cc4c(nc5ccccn5c4=O)N4CCCCCC43)C2=O)cc1 (configuration not stated)	26.2	9.3	86.8*	-1.5	-16.3	19.9	-3.3	2.1	30.1	-5.2	13.7
CCN(CC)C(=O)c1ccc(NC(=O)CNC(C)c2cccc3ccccc23)cc1 (configuration not stated)	-2.7	28.0	10.9	-4.7	-8.0	11.3	2.4	11.8	20.1	16.8	19.2
Cn1c(O)c(C(=Nc2ccc(F)cc2)c2ccccc2)c(=O)n(C)c1=O	7.5	2.1	12.8	14.3	-24.4	6.7	3.4	0.6	5.3	nt	-0.9
COc1cc2cc(C(=O)N3CC(COS(C)(=O)=O)c4ccc(O)cc43)[nH]c2c(OC)c1OC (configuration not stated)	-95.9*	99.1*	72.4*	91.3*	73.2*	109.8*	nt	88.1*	108.0*	95.0*	83.5*
N#Cc1c(/N=C/c2ccc(O)cc2O)sc2c1C1CCN2CC1	5.2	-104.0	1.5	-3.9	1.3	-5.5	-0.4	-12.1	-73.4	-3.6	-182.5
CCOP(=S)(OCC)Oc1cc(C)nc(C(C)C)n1	-17.7	-10.2	0.0	-7.9	-17.1	-12.4	nt	21.9	-4.4	-15.3	12.3
Cc1cccc(OP(=O)(Oc2ccccc2)OC(c2ccccc2)C(F)(F)F)c1 (configuration not stated)	-1.7	20.0	1.0	13.6	-1.0	-4.7	0.0	8.5	14.4	52.9	13.5
Cc1sc2nc(COC(=O)Cc3ccccc3)[nH]c(=O)c2c1C	11.1	-4.6	-37.0	4.7	-12.3	0.1	0.6	11.4	-23.1	-44.3	4.2
O=C1NC(=O)N(CCC2=CCCCC2)C(=O)/C1=C/c1ccc(O)cc1	9.8	0.1	-9.0	-7.0	-15.9	11.0	3.2	-15.7	-8.0	-8.1	-10.2
O=C(Cc1ccccc1[N+](=O)[O-])N1CCN(Cc2ccc3c(c2)OCO3)CC1	11.8	10.1	-7.1	-8.8	19.0	7.8	1.9	-7.2	-9.7	10.7	-13.7
COc1ccc(Cc2c(O)[nH]c(=O)[nH]c2=O)c(OC)c1	14.9	4.0	8.7	-2.3	9.2	14.4	-1.8	6.5	12.2	9.8	13.3
O=c1c2ccccc2nc(-c2ccco2)n1-c1ccccn1	21.1	1.4	23.3	-0.4	-14.0	-4.4	4.8	-25.6	-1.3	-0.4	13.0
Cc1cc(O)c(CN2CCN(c3ccccc3)CC2)cc1C	6.9	14.1	-2.7	-2.6	-13.6	-0.2	-2.1	1.7	0.0	nt	16.8
COc1ccc(C2SCC(=O)Nc3c2c(=O)[nH]n3C2CCCCCC2)cc1 (configuration not stated)	0.8	-1.0	3.3	13.2	-30.7	-5.3	-1.6	3.0	-25.6	-3.0	6.8
CCOC(=O)C1=C(C)N(C)C2(C)CC1c1ccccc1O2 (configuration not stated)	0.1	21.7	nt	1.2	3.0	1.4	-0.5	19.1	14.6	2.3	12.3
COc1ccc(Cl)cc1C(=O)C1CCCN(Cc2cnc(C)s2)C1 (configuration not stated)	1.2	19.0	10.2	-4.2	0.6	3.8	0.1	1.9	8.8	41.2	19.8
CC(C)(C)n1c(O)c(C=Nc2ccc3c(c2)CCC3)c(=O)[nH]c1=O	1.1	-32.1	-20.4	-5.2	-4.9	-16.5	1.9	-9.4	6.5	9.7	-85.5
NC(=O)OCCCc1ccccc1	0.4	-15.6	-22.8	8.4	-19.2	-3.6	0.0	-8.7	-4.8	-13.5	8.4
COC(=O)C1=C(c2ccccc2)C[C@@H]2CC[C@H]1N2C(=O)NC(C)C	-4.7	5.0	-7.3	-19.4	-17.4	5.4	0.3	3.1	-8.1	-26.5	10.2
CCCCCn1c(NC(=O)c2ccco2)c(C(=O)OCC)c2nc3ccccc3nc21	13.7	22.0	61.6*	18.5	-10.9	-6.3	1.5	-2.1	81.1*	8.2	5.3
CC1([N+](=O)[O-])COP(=O)(Nc2cccc(F)c2)OC1 (configuration not stated)	6.3	-2.1	-0.1	4.9	-9.4	12.4	nt	-13.0	-1.9	-20.1	8.7
CN1CCCCC1Cc1ccccc1 (configuration not stated)	-24.9	3.7	-4.3	4.0	-11.5	nt	nt	3.1	5.7	-6.5	-1.4
CC1(C)CN=C(Nc2ccc(F)c(Cl)c2)S1	0.3	-29.3	-43.3	-11.9	-66.8	-14.9	-1.1	11.2	-5.6	-7.9	-64.8
CCCCn1c(C)c(C(=O)OCC)c2c(CN3CCCC3)c(O)ccc21	-4.9	11.6	-4.4	-0.2	1.5	4.0	0.2	-0.2	4.0	-4.4	19.8
Cc1ccc(N2CCN(CCc3ccccc3)CC2)cc1	6.6	-7.2	3.5	10.1	-3.3	-9.2	3.5	-17.5	8.4	4.8	-33.4
NCCc1ccc(OCc2ccccc2)c(OCc2ccccc2)c1	-7.5	106.6*	-32.6	25.0	24.6	98.1*	4.1	23.0	-1.4	5.2	18.0
Cc1c(C)c2ccc(OCC(=O)N3CCN(Cc4ccccc4)CC3)cc2oc1=O	7.3	4.3	-2.5	-10.8	2.7	nt	nt	-11.0	-2.7	10.4	11.4

Looked up above:
`Cc1ccc(N2CCN(CCc3ccccc3)CC2)cc1` in NR2E3 ag-1 = -3.3
`CCCCn1c(C)c(C(=O)OCC)c2c(CN3CCCC3)c(O)ccc21` in C8 TRAIL sens = -0.2
`Cc1c(C)c2ccc(OCC(=O)N3CCN(Cc4ccccc4)CC3)cc2oc1=O` in HIF-2a block = 11.4

Some of the compounds tested, so the mix of outcomes need not match the whole.
